Compound activity deposited in PubChem BioAssay by several laboratories.
SDO1 yeast rescue: growth rescue of sdo1-depleted yeast, primary screen, S. cerevisiae, bone marrow failure model; S. cerevisiae sdo1-depleted JHY4D growth rescue, OD600 30 h; hits give high values; pdr5 snq2 efflux-pump mutant strain; z-score at 10 µM; hit rate 0.21% among 140,000; AID 817, 2007;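 active means z-score above 3 at both the 24 hr and the 30 hr optical density reads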;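 further: z-score against mean and SD of all compound wells on the same plate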
Insulin prom inh: inhibitors of insulin promoter-driven GFP, primary screen, imaging, TRM-6 cells (human fetal islet line), eGFP reporter, cell count. reporter expression induced with tamoxifen. hit rate 0.9% among 130,000. inhibition, % at 2 µM;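 active means inhibition above the mean plus 3 SD, with well images judged a real hit on visual review, cut at about 60% in these data, passing the limit was not always enough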
SDO1 yeast rescue Rescue 24 h: second read-out of SDO1 yeast rescue, no call of its own (marks repeat the call); z-score; S. cerevisiae sdo1-depleted JHY4D growth rescue, OD600; measured here: growth rescue at 24 h;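 0 is the plate mean of compound wells and units are plate SD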
* = called active by the depositor; · = no result given. The list is partial, so the mix of outcomes need not match the whole.

CC(=O)c1ccc(OCCCC(=O)OCC(=O)N2CCN(c3ccccc3)CC2)cc1
- SDO1 yeast rescue = 0.17
- SDO1 yeast rescue Rescue 24 h = -0.99
- Insulin prom inh = ·

O=c1cc(N2CCc3ccccc3C2)[nH]c(=O)n1Cc1ccc(F)cc1
- SDO1 yeast rescue = 0.33
- SDO1 yeast rescue Rescue 24 h = 0.16
- Insulin prom inh = -29.7

Cc1cc(C)c(NC(=O)CN(c2ccccc2)S(=O)(=O)N(C)C)c(C)c1
- SDO1 yeast rescue = 0.79
- SDO1 yeast rescue Rescue 24 h = 1.68
- Insulin prom inh = ·

O=C(OCn1ncc(Br)c(Br)c1=O)c1c(F)cccc1F
- SDO1 yeast rescue = -1.67
- SDO1 yeast rescue Rescue 24 h = -2.53
- Insulin prom inh = -257.1

CCOC(=O)C(NCc1ccccc1OC)(NC(=O)c1ccccc1)C(F)(F)F (stereo not drawn)
- SDO1 yeast rescue = 1.58
- SDO1 yeast rescue Rescue 24 h = 2.05
- Insulin prom inh = -47.4

CSc1nc2c(c(=O)n1Cc1ccccc1)SC(C)C2 (stereo not drawn)
- SDO1 yeast rescue = -0.53
- SDO1 yeast rescue Rescue 24 h = -0.33
- Insulin prom inh = 53.3

O=C(NNc1cccc(Cl)c1)c1cccnc1Cl
- SDO1 yeast rescue = -2.16
- SDO1 yeast rescue Rescue 24 h = -1.34
- Insulin prom inh = -36.7

CCC(=O)N(C)/C=C1\Sc2ccccc2C1=O
- SDO1 yeast rescue = 0.28
- SDO1 yeast rescue Rescue 24 h = -0.33
- Insulin prom inh = -28.9

CCOC(=O)c1[nH]cnc1N=Nc1c(O)ccc2ccccc12
- SDO1 yeast rescue = -1.42
- SDO1 yeast rescue Rescue 24 h = 0.99
- Insulin prom inh = 21.4

C=CCn1c(SCc2nc3ccccc3[nH]2)nnc1-c1ccncc1
- SDO1 yeast rescue = 0.2
- SDO1 yeast rescue Rescue 24 h = -0.24
- Insulin prom inh = 41.2

COc1ccc(CC(=O)Nc2ccccc2C(=O)N2CCOCC2)cc1
- SDO1 yeast rescue = 1.53
- SDO1 yeast rescue Rescue 24 h = 1.11
- Insulin prom inh = -27.3

CCN1CCN(c2ncc(C(=O)Nc3cc(Cl)ccc3OC)c3ccccc23)CC1
- SDO1 yeast rescue = -0.9
- SDO1 yeast rescue Rescue 24 h = -0.64
- Insulin prom inh = -77.8

Cc1ccc(S(=O)(=O)N2CCC(CN3C(=O)c4cccc5cccc(c45)C3=O)CC2)cc1
- SDO1 yeast rescue = 0.78
- SDO1 yeast rescue Rescue 24 h = 0.56
- Insulin prom inh = -3.5

CC(C)OC(=O)CC1=NC(=O)CS1
- SDO1 yeast rescue = 1.68
- SDO1 yeast rescue Rescue 24 h = 2.17
- Insulin prom inh = ·

O=C(O)C1CC=CCC1C(=O)NCCc1cccc(Cl)c1 (stereo not drawn)
- SDO1 yeast rescue = 0.45
- SDO1 yeast rescue Rescue 24 h = 0.18
- Insulin prom inh = 50.0

O=C(O)c1ccc(Nc2nc(-c3ccccc3)cs2)cc1
- SDO1 yeast rescue = ·
- SDO1 yeast rescue Rescue 24 h = ·
- Insulin prom inh = 26.7

Cc1ccc(NC(=O)c2ncn[nH]2)cc1
- SDO1 yeast rescue = ·
- SDO1 yeast rescue Rescue 24 h = ·
- Insulin prom inh = -16.7

CCCC(=O)NCCCCNC(=O)CCC
- SDO1 yeast rescue = 0.75
- SDO1 yeast rescue Rescue 24 h = -0.26
- Insulin prom inh = -5.7

O=C(COC(=O)c1c2ccccc2cc2ccccc12)NCC(F)(F)F
- SDO1 yeast rescue = -0.86
- SDO1 yeast rescue Rescue 24 h = -1.29
- Insulin prom inh = 0.0

COC(=O)c1ccc(Cn2cnc3c(sc4nc(N5CCOCC5)c5c(c43)CCCC5)c2=O)o1
- SDO1 yeast rescue = -0.86
- SDO1 yeast rescue Rescue 24 h = -1.04
- Insulin prom inh = -25.0

Cc1ccc(C(=O)NNC(=O)c2cccs2)cc1
- SDO1 yeast rescue = ·
- SDO1 yeast rescue Rescue 24 h = ·
- Insulin prom inh = -23.5

CCc1ccc(NC(=O)CS(=O)CC(=O)NCC2OCCc3ccccc32)cc1 (stereo not drawn)
- SDO1 yeast rescue = 1.36
- SDO1 yeast rescue Rescue 24 h = 0.83
- Insulin prom inh = -37.1

Cc1nn(C)cc1NC(=O)c1nn(C)cc1[N+](=O)[O-]
- SDO1 yeast rescue = 0.14
- SDO1 yeast rescue Rescue 24 h = -0.73
- Insulin prom inh = 4.8

Cc1cccc2cc(C(c3nnnn3Cc3ccccc3)N3CCN(c4ccccc4)CC3)c(=O)[nH]c12 (stereo not drawn)
- SDO1 yeast rescue = -0.45
- SDO1 yeast rescue Rescue 24 h = -0.73
- Insulin prom inh = 14.3

COCCNC(=S)N1CCc2cc(OC)c(OC)cc2C1c1cccs1 (stereo not drawn)
- SDO1 yeast rescue = ·
- SDO1 yeast rescue Rescue 24 h = ·
- Insulin prom inh = -35.7

Pulled by compound from the entries so far, 3 records:
CCc1ccc(NC(=O)CS(=O)CC(=O)NCC2OCCc3ccccc32)cc1 (stereo not drawn)
- SDO1 yeast rescue = 1.36
- SDO1 yeast rescue Rescue 24 h = 0.83
- Insulin prom inh = -37.1

CSc1nc2c(c(=O)n1Cc1ccccc1)SC(C)C2 (stereo not drawn)
- SDO1 yeast rescue = -0.53
- SDO1 yeast rescue Rescue 24 h = -0.33
- Insulin prom inh = 53.3

O=C(COC(=O)c1c2ccccc2cc2ccccc12)NCC(F)(F)F
- SDO1 yeast rescue = -0.86
- SDO1 yeast rescue Rescue 24 h = -1.29
- Insulin prom inh = 0.0

Additional compounds follow.
Cc1ccc(C)c(NC(=S)NNC(=O)c2csc(C)c2C)c1
- SDO1 yeast rescue = -0.63
- SDO1 yeast rescue Rescue 24 h = -0.9
- Insulin prom inh = 18.8

Cc1ccc(-n2nc3c(n2)/C(=N/O)CC/C3=N\O)cc1
- SDO1 yeast rescue = -1.03
- SDO1 yeast rescue Rescue 24 h = -1.37
- Insulin prom inh = -13.2

COc1ccc2nc3oc(C(=O)NCc4cccs4)cc3cc2c1
- SDO1 yeast rescue = 0.36
- SDO1 yeast rescue Rescue 24 h = 1.99
- Insulin prom inh = -83.3

CC1(C)OC(=O)N(CCC(=O)Nc2cccc(F)c2)C1(C)O (stereo not drawn)
- SDO1 yeast rescue = ·
- SDO1 yeast rescue Rescue 24 h = ·
- Insulin prom inh = 52.9

Cn1c(=O)c(=O)n(C)c2cc(S(=O)(=O)N3CCC(Cc4ccccc4)CC3)ccc21
- SDO1 yeast rescue = -0.62
- SDO1 yeast rescue Rescue 24 h = 1.82
- Insulin prom inh = ·

Cc1ccc(OCCOc2ccc(Cl)cc2Cl)c([N+](=O)[O-])n1
- SDO1 yeast rescue = -1.24
- SDO1 yeast rescue Rescue 24 h = -1.17
- Insulin prom inh = -66.7

CCCOc1ccc2cc(-c3ccccn3)c(=O)oc2c1
- SDO1 yeast rescue = -0.55
- SDO1 yeast rescue Rescue 24 h = -0.78
- Insulin prom inh = 40.0

CC1CCCN(c2cc3c(cc2[N+](=O)[O-])C(=O)N(c2ccccc2)C3=O)C1 (stereo not drawn)
- SDO1 yeast rescue = -0.14
- SDO1 yeast rescue Rescue 24 h = -0.44
- Insulin prom inh = -14.3

COc1ccccc1/C=C/C=N/NC(=O)Cc1cccs1
- SDO1 yeast rescue = 0.29
- SDO1 yeast rescue Rescue 24 h = -0.73
- Insulin prom inh = 10.0

Cc1ccc(Nc2nc(N)nc(CSc3ncccn3)n2)cc1
- SDO1 yeast rescue = 0.46
- SDO1 yeast rescue Rescue 24 h = 0.01
- Insulin prom inh = -18.3

CCn1nc(C(C)C(=O)O)c2ccccc2c1=O (stereo not drawn)
- SDO1 yeast rescue = ·
- SDO1 yeast rescue Rescue 24 h = ·
- Insulin prom inh = -22.2

Cc1nonc1OCC(C)(COc1nonc1C)NC(=O)c1ccccc1
- SDO1 yeast rescue = -0.29
- SDO1 yeast rescue Rescue 24 h = -0.82
- Insulin prom inh = -93.1

CC(OC(=O)CCC(=O)c1cccs1)C(=O)Nc1ccc(Cl)cn1 (stereo not drawn)
- SDO1 yeast rescue = 1.17
- SDO1 yeast rescue Rescue 24 h = 0.9
- Insulin prom inh = ·

Cc1ccc(Nc2ncccc2C(N)=O)cc1
- SDO1 yeast rescue = 0.13
- SDO1 yeast rescue Rescue 24 h = -0.12
- Insulin prom inh = 12.5

O=C(COc1ccccc1N1C(=O)c2ccccc2C1=O)c1ccc(Cl)cc1
- SDO1 yeast rescue = -0.87
- SDO1 yeast rescue Rescue 24 h = -1.08
- Insulin prom inh = -42.9

COCCCNC(=S)NNC(=O)c1ccoc1C
- SDO1 yeast rescue = 2.25
- SDO1 yeast rescue Rescue 24 h = 1.94
- Insulin prom inh = 6.2

CN(C)c1cc2c(c(N(C)C)c1)C(=O)c1ccccc1C2=O
- SDO1 yeast rescue = -0.78
- SDO1 yeast rescue Rescue 24 h = 0.45
- Insulin prom inh = ·

CCCCS(=O)(=O)Nc1ccc(C)cn1
- SDO1 yeast rescue = 0.95
- SDO1 yeast rescue Rescue 24 h = 1.22
- Insulin prom inh = 24.3

COC(=O)C1(C)CN(S(=O)(=O)c2ccc(C)cc2)c2cc(OC)ccc2C1=O (stereo not drawn)
- SDO1 yeast rescue = -1.39
- SDO1 yeast rescue Rescue 24 h = -1.06
- Insulin prom inh = ·

COCCN(C(=O)CN1CCc2ccccc2C1)c1c(N)n(Cc2ccccc2)c(=O)[nH]c1=O
- SDO1 yeast rescue = 0.54
- SDO1 yeast rescue Rescue 24 h = -0.16
- Insulin prom inh = ·

CC(NC(=O)C1CCC1)c1ccccc1 (stereo not drawn)
- SDO1 yeast rescue = -0.05
- SDO1 yeast rescue Rescue 24 h = -0.17
- Insulin prom inh = 40.7

O=C(NCc1ccco1)C(c1ccco1)N(C(=O)Cn1nnc2ccccc21)c1ccc2c(c1)CCC2 (stereo not drawn)
- SDO1 yeast rescue = ·
- SDO1 yeast rescue Rescue 24 h = ·
- Insulin prom inh = -52.5

CCc1ccc(S(=O)(=O)NCc2cn3c(C)csc3n2)s1
- SDO1 yeast rescue = 0.08
- SDO1 yeast rescue Rescue 24 h = 0.12
- Insulin prom inh = ·

COc1cc(CNCc2ccccn2)ccc1OCC(N)=O
- SDO1 yeast rescue = 1.03
- SDO1 yeast rescue Rescue 24 h = 0.4
- Insulin prom inh = ·

CCOC(=O)/C=C/C(=O)OCC(=O)Nc1ccc(C)cc1
- SDO1 yeast rescue = ·
- SDO1 yeast rescue Rescue 24 h = ·
- Insulin prom inh = 55.6

Record cards (already shown). Order of values: SDO1 yeast rescue, SDO1 yeast rescue Rescue 24 h, Insulin prom inh
Results for `Cc1ccc(-n2nc3c(n2)/C(=N/O)CC/C3=N\O)cc1` → -1.03, -1.37, -13.2
Results for `Cc1ccc(Nc2ncccc2C(N)=O)cc1` → 0.13, -0.12, 12.5

Continuation:
O=C(c1oc2ccccc2c1CSCc1ccccc1)N1CCN(c2ncccn2)CC1
- SDO1 yeast rescue = -1.25
- SDO1 yeast rescue Rescue 24 h = -0.52
- Insulin prom inh = 0.0

O=C(Cn1c(SCC(=O)N2CCc3ccccc3C2)nc2ccccc21)NC1CCCC1
- SDO1 yeast rescue = 0.57
- SDO1 yeast rescue Rescue 24 h = 0.93
- Insulin prom inh = -30.6

Cc1cccc(C)c1OCC(=O)Nc1cccc(-c2nnc(-c3ccccc3)o2)c1
- SDO1 yeast rescue = -1.73
- SDO1 yeast rescue Rescue 24 h = -0.15
- Insulin prom inh = ·

CN(C)c1ccc(C(=O)c2ccc(N(C)C)c3ccccc23)cc1
- SDO1 yeast rescue = -0.46
- SDO1 yeast rescue Rescue 24 h = 0.03
- Insulin prom inh = 7.0

COc1ccccc1C(=O)OCc1nc(N)nc(Nc2ccccc2C)n1
- SDO1 yeast rescue = 0.35
- SDO1 yeast rescue Rescue 24 h = -0.03
- Insulin prom inh = ·

A draw from above in order of length of the SMILES, ascending:
COc1ccccc1C(=O)OCc1nc(N)nc(Nc2ccccc2C)n1
- SDO1 yeast rescue = 0.35
- SDO1 yeast rescue Rescue 24 h = -0.03
- Insulin prom inh = ·

CN(C)c1ccc(C(=O)c2ccc(N(C)C)c3ccccc23)cc1
- SDO1 yeast rescue = -0.46
- SDO1 yeast rescue Rescue 24 h = 0.03
- Insulin prom inh = 7.0

O=C(c1oc2ccccc2c1CSCc1ccccc1)N1CCN(c2ncccn2)CC1
- SDO1 yeast rescue = -1.25
- SDO1 yeast rescue Rescue 24 h = -0.52
- Insulin prom inh = 0.0
